Mot1-301 SUMO: yeast Mot1-301 growth rescue at high temperature, primary screen, SUMOylation pathway inhibitor project, S. cerevisiae, ATP luminescence, 38.5C. growth rescue, % at 18.8 µM. 320,000 tested, 1% active. S. cerevisiae Mot1-301 growth rescue; percent above DMSO median, 100 means doubled. AID 2716, 2010;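 active = every valid replicate shows activation above 250% relative to neutral control wells; inactive = the rest, any valid replicate at or below 250%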;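 also: OY570 slx delta 5 strain wells were the positive control but not used for scaling; some compounds called inactive have numbers as strong as hits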
HTR5A inv ctr: HTR5A inverse agonists in luminescence cell assay, primary screen, counter-screen for OPRM1-OPRD1 heterodimer inverse agonist project, full-deck HTS. HTR5A cell line, inverse agonism. inhibition, % at 9.3 µM. 340,000 tested, 0.083% active; in the data active = inhibition mostly above about 23%, no sharp cut-off; inactive = mostly below about 18%;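 also: 0% = cells with DMSO and 100% = no-cell wells with DMSO; some compounds called inactive have numbers as strong as hits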
Target sequence (P47898 whole entry, looked up): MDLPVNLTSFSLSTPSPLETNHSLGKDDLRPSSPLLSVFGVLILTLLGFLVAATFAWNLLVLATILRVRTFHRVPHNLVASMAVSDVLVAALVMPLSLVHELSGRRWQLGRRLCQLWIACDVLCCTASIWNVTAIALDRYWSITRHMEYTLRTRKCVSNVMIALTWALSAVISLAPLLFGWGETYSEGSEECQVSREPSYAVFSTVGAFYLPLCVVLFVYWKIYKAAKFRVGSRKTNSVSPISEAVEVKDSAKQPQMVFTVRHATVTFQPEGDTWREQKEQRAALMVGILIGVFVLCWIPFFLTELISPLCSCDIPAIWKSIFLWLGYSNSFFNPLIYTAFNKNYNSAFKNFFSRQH
Tat transport: E. coli Tat export inhibitors, primary screen, MC4100, TorA-mCherry reporter, fluorescence, single point; AID 488895, 2010; 340,000 tested, 0.036% active; inhibition, % at 10 µM;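 active = mean replicate inhibition at least 50% and at least half of replicates individually reaching 50%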;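 also: exported cargo escapes ClpAP degradation while cytoplasmic cargo is degraded and loses fluorescence; 0% = median of neutral control wells and 100% = median of NaSCN control wells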
DAGLB inhibitor: DAGLB lipase inhibitors, primary screen, biochemical, fluorescence, HTS | AID 504411, 2011 | Diacylglycerol lipase-beta (Homo sapiens), Q8NCG7 | 340,000 tested, 0.059% active | inhibition, % at 5.17 µM | HEK293T DAGLB membrane lysate, EnzChek fluorogenic substrate; in the data active = inhibition above about 34%;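 also: 0% = enzyme with vehicle and 100% = wells lacking enzyme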
E coli growth: E. coli V3065 growth inhibition, primary screen, counter-screen for AddAB inhibitor project, absorbance, OD600; 18 h; inhibition, % at 11.9 µM; 330,000 tested, 0.27% active; AID 449728, 2010;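 active = inhibition above the campaign's mean inhibition across all tested compounds plus 3 SD, cut at about 9.9% in these data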;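 also: uninfected addAB+ strain grown without phage in ampicillin broth; 0% = DMSO wells and 100% = ciprofloxacin 0.95 µg/ml wells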
AddAB inh: growth inhibition of E. coli expressing H. pylori AddAB, primary screen, AddAB inhibitor project, absorbance. AID 435030, 2010. 330,000 tested, 0.29% active. inhibition, % at 11.9 µM; in the data active = inhibition above about 12%;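 also: 0% = vehicle wells of infected cells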
HTR5A ag ctr: HTR5A agonists in luminescence cell assay, primary screen, counter-screen for OPRM1-OPRD1 heterodimer agonist project, full-deck HTS. cell-based. activation, % at 9.3 µM. 340,000 tested, 0.61% active. AID 504692, 2011; in the data active = activation mostly above about 9.5%, no sharp cut-off; inactive = mostly below about 7.6%;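 also: 0% = cells with vehicle only and 100% = reference agonist; strong numbers were not always called active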
CDK5 p35 inh: inhibitors of human CDK5/p35 kinase, primary screen, biochemical, single concentration | AID 488839, 2010 | Cyclin-dependent kinase 5 (Homo sapiens) + Cyclin-dependent kinase 5 activator 1 (Homo … | inhibition, % at 10 µM | 330,000 tested, 0.01% active | Recombinant CDK5/p35, ADP-Glo luminescence, 60 min;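 active = highest replicate inhibition of at least 50% and at least 75% of replicates reaching 50%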;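 also: plate controls were DMSO neutral control for no effect and GW8510 at 10 µM for full effect; many of its hits are not listed in these tables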
phage Ecoli inh: growth loss of phage-infected E. coli, primary screen, RecBCD inhibitor project, absorbance, with phage, HTS. inhibition, % at 11.9 µM. 360,000 tested, 0.26% active. AID 651602, 2012; in the data active = inhibition above about 11%
PKA-R1A activ: activators of PKA-R1A holoenzyme, primary screen, biochemical, fluorescence polarization, Cy5-IP20, bovine R1A, mouse PKAc; AID 504707, 2011; activation, % at 11.4 µM; PKA-R1A dissociation; scaled: DMSO 0%, 113 µM cGMP 100%; 340,000 tested, 0.083% active;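 active = percent activation above the mean of all tested compounds plus 3 SD, cut at about 19% in these data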;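 also: higher means more PKAc released from R1A so a rise in polarization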
PKA-R2B activ: activators of PKA-R2B holoenzyme, primary screen, biochemical, fluorescence polarization, Cy5-IP20, human; activation, % at 11.4 µM; cAMP-dependent protein kinase catalytic subunit beta (Homo sapiens) + cAMP-dependent …; 340,000 tested, 0.079% active; PKA-R2B holoenzyme dissociation; R2B truncated from residue 108, S112A mutant; 0% DMSO only, 100% 113 µM cGMP; AID 504700, 2011;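 active = activation above a cutoff set at the mean over all compounds plus 3 SD, cut at about 18% in these data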;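 also: higher means more holoenzyme dissociation and a rise in polarization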
Target sequence (P31323 whole entry, looked up, other chains not shown, the tested form may be a part): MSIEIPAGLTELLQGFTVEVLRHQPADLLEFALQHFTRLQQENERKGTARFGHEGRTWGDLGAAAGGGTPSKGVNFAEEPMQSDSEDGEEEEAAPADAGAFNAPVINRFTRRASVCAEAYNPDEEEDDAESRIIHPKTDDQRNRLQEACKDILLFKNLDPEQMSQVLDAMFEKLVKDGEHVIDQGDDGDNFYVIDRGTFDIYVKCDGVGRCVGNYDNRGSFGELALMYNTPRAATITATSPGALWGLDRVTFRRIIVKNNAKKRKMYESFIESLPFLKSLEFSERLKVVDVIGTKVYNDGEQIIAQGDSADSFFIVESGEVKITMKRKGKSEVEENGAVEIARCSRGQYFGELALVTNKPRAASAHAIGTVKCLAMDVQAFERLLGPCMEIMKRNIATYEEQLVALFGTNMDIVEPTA
An asterisk follows results filed as active; x = not tested or not shown. The order is random (roughly 2.3% active in at least one column).

SMILES | Mot1-301 SUMO | HTR5A inv ctr | Tat transport | DAGLB inhibitor | E coli growth | AddAB inh | HTR5A ag ctr | CDK5 p35 inh | phage Ecoli inh | PKA-R1A activ | PKA-R2B activ
CCOc1ccc(N(CC(=O)Nc2ccc3c(c2)OCCO3)S(=O)(=O)c2c(C)noc2C)cc1 | 285 | -6 | -2 | -5 | -1.5 | 2.8 | 2 | 2.4 | 3.9 | -2 | -9
O=C(Nc1ccccn1)c1ccc2c(c1)S(=O)(=O)c1ccccc1C2=O | -2 | -9 | -3 | 0 | 0.8 | 4.2 | 11 | 2.0 | -2.3 | -4 | -8
CCC1Oc2ccc(C)cc2N(CC(=O)NCc2ccco2)C1=O (stereo not given) | -5 | -22 | 0 | -1 | 3.4 | -2.6 | 5 | -5.4 | 0.2 | -11 | 2
CC(C)CC(=O)Nc1c2c(nn1-c1cccc(Cl)c1)CS(=O)(=O)C2 | 67 | -4 | -4 | -9 | 0.7 | -1.3 | 1 | 1.0 | 1.2 | 1 | -3
CCOc1ccc(CC(=O)NNC(=S)NC2CCCCC2)cc1OCC | -14 | 7 | -4 | -1 | -1.9 | 1.9 | 3 | 1.0 | 2.9 | -13 | -1
CCC1CCC2(CC1)NC(CO)(CO)CO2 (stereo not given) | -8 | -22 | 5 | -1 | -2.4 | -2.2 | 4 | -3.9 | 1.7 | -7 | -10
O=C(COc1ccc([N+](=O)[O-])cc1)Nc1ccncc1 | 7 | -4 | -5 | 1 | 1.9 | 2.1 | 1 | 2.7 | 4.3 | 1 | -3
C=CCNC(=O)COc1ccccc1C#N | 18 | -8 | 2 | -2 | 0.2 | 0.1 | 3 | 3.7 | 4.1 | -1 | -15
Cc1ccc(NC(=O)C2CCCN2S(=O)(=O)c2ccc(-c3ccc(=O)[nH]n3)s2)c(C)c1 (stereo not given) | -1 | 11 | 0 | 0 | 1.0 | 4.2 | 3 | 0.2 | 2.2 | -7 | -4
CCn1nc(C(=O)NNC(=O)c2ccc(OC(F)F)cc2)c2ccccc2c1=O | -21 | 1 | -4 | -2 | 1.7 | 0.5 | 0 | -2.3 | 1.4 | 1 | -6
CC1(C)Cc2c(cnn2-c2ccc(F)cc2)C(NC(=O)CCCN2CCCCC2=O)C1 (stereo not given) | 523* | 11 | 1 | -2 | 1.1 | 0.9 | 2 | 1.0 | -0.2 | -7 | -9
Cc1ccc(/C=N/n2c(C)nnc2C)s1 | 47 | -20 | -14 | 3 | 0.5 | 4.8 | 3 | 1.8 | 0.2 | -12 | -3
O=C(NC1CC2CCCC(C1)N2S(=O)(=O)c1ccccc1)c1ccco1 (stereo not given) | 50 | 11 | 15 | 3 | 0.2 | 4.8 | 1 | 0.8 | -0.1 | 3 | -12
COc1cc(C(=O)NCCN2CCN(C(=O)c3cc(OC)c(OC)c(OC)c3)CC2)cc(OC)c1OC | 1 | 21 | 0 | -1 | 0.0 | 2.0 | 0 | -0.5 | -0.7 | 3 | 1
Cc1nnc(SCC(=O)Nc2ccc(OC(F)F)c(Cl)c2)n(N)c1=O | 7 | 1 | -9 | 2 | 2.0 | 4.0 | 0 | -7.0 | -0.3 | -16 | 1
COc1ccc(C(=O)N=c2sc3c(C)ccc(OC)c3n2C)cc1 | -4 | 0 | -20 | -7 | -0.4 | 0.3 | 3 | -4.3 | 2.7 | -1 | -5
CC(Sc1nncn1C)C(=O)Nc1cc(C(F)(F)F)ccc1N1CCOCC1 (stereo not given) | 285 | -5 | 4 | 1 | 2.6 | 2.2 | -4 | -0.2 | 0.7 | -3 | 5
CN(C)S(=O)(=O)n1cc(/C=C(\NC(=O)c2ccccc2F)C(=O)NCCCn2ccnc2)c2ccccc21 | x | -9 | -6 | 0 | x | x | 0 | 0.4 | 4.8 | 1 | 0
CCN(CC)C(=O)[C@H]1C[C@H](CC(=O)NCCC2=CCCCC2)C(=O)N2CCc3c([nH]c4ccc(Cl)cc34)[C@]12C | x | -1 | -3 | 1 | -4.5 | -1.2 | 0 | -0.3 | 2.0 | 0 | 4
O=C(C[n+]1cc(-c2ccccc2)n2c1CCC2)Nc1nc(-c2ccccc2)cs1 | 21 | -7 | 4 | 0 | -0.3 | 3.8 | 2 | -0.1 | 4.4 | 2 | -2
Clc1cccc(Cl)c1C1Nc2cccc3cccc(c23)N1 | 5 | 2 | -6 | 8 | -0.7 | 2.5 | -7 | -0.1 | 0.1 | 6 | -4
COc1ccc(OC)c(C(c2c(O)nc(SC)[nH]c2=O)c2c(O)nc(SC)[nH]c2=O)c1 | 17 | -15 | -1 | -1 | 0.4 | 0.3 | 4 | 0.0 | 3.4 | 0 | 6

An excerpt of these results, with each value named.
Clc1cccc(Cl)c1C1Nc2cccc3cccc(c23)N1
  Mot1-301 SUMO: 5
  HTR5A inv ctr: 2
  Tat transport: -6
  DAGLB inhibitor: 8
  E coli growth: -0.7
  AddAB inh: 2.5
  HTR5A ag ctr: -7
  CDK5 p35 inh: -0.1
  phage Ecoli inh: 0.1
  PKA-R1A activ: 6
  PKA-R2B activ: -4

O=C(NC1CC2CCCC(C1)N2S(=O)(=O)c1ccccc1)c1ccco1 (stereo not given)
  Mot1-301 SUMO: 50
  HTR5A inv ctr: 11
  Tat transport: 15
  DAGLB inhibitor: 3
  E coli growth: 0.2
  AddAB inh: 4.8
  HTR5A ag ctr: 1
  CDK5 p35 inh: 0.8
  phage Ecoli inh: -0.1
  PKA-R1A activ: 3
  PKA-R2B activ: -12

CC(C)CC(=O)Nc1c2c(nn1-c1cccc(Cl)c1)CS(=O)(=O)C2
  Mot1-301 SUMO: 67
  HTR5A inv ctr: -4
  Tat transport: -4
  DAGLB inhibitor: -9
  E coli growth: 0.7
  AddAB inh: -1.3
  HTR5A ag ctr: 1
  CDK5 p35 inh: 1.0
  phage Ecoli inh: 1.2
  PKA-R1A activ: 1
  PKA-R2B activ: -3

An excerpt from above, limited to phage Ecoli inh and Mot1-301 SUMO:
| mol | phage Ecoli inh | Mot1-301 SUMO |
| --- | --- | --- |
| Clc1cccc(Cl)c1C1Nc2cccc3cccc(c23)N1 | 0.1 | 5 |
| CCn1nc(C(=O)NNC(=O)c2ccc(OC(F)F)cc2)c2ccccc2c1=O | 1.4 | -21 |

Screening results deposited in PubChem BioAssay by several laboratories.
